High-throughput results from PubChem BioAssay.
STAT1 blocker: reduces IFN-gamma driven STAT1 reporter signal | inhibition, % at 5.5 µM | hit rate 0.35% among 200,000 | NIH 3T3 STAT1-luciferase reporter, luminescence;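 active = inhibition above a set limit, the mean inhibition across all tested compounds plus 3 SD, cut at about 34% in these data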;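 also: 0% = IFN-gamma with DMSO and 100% = IFN-gamma with 300 µM nifuroxazide; values of inactives mirror those of a sister screen read the other way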
STAT3 act: increases IL-6 driven STAT3 reporter signal; U3A cells, IL-6 STAT3-luciferase reporter, luminescence; 100% = signal with IL-6 EC80 alone; activation (% of control), % at 5.6 µM; hit rate 0.91% among 190,000; AID 871;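 active = activation above the screen-wide mean of compound activation plus 3 SD, cut at about 130% in these data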;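 also: 0% = background luminescence of wells with medium and substrate only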
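System – human U3A cells carrying STAT3-luciferase construct · Probe or stimulus – Interleukin-6, 33 ng/mL · Schedule – compound 1 h, then IL-6 6 h at 37 °C · Signal – luminescence from STAT3-driven luciferase reporter · Evaluation – percent of IL-6-only median luminescence · Benchmarks – IL-6-only high control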
APP transl inh: APP translation inhibition; SH-SY5Y APP 5'UTR-luciferase reporter, luminescence; AID 1285; inhibition, % at 2 µM; hit rate 0.82% among 190,000;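 active = inhibition above a set limit, derived from the sample mean plus 3 SD, cut at about 45% in these data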; also: values of inactives mirror those of a sister screen read the other way
STAT1 activator: STAT1 signaling activation; activation (% of control), % at 5.5 µM; NIH 3T3 STAT1-luciferase reporter, IFN-gamma, luminescence; 100% = IFN-gamma alone, no compound; hit rate 2.6% among 200,000;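 active = activation above the screen-wide mean activation plus 3 SD, cut at about 130% in these data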;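 also: raw ratio to IFN-gamma control signal so 100% means no change and 0% no light; values of inactives mirror those of a sister screen read the other way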
Diaph inh CS: counter-screen for diaphorase-based assays: diaphorase inhibitors and chemical oxidizers; hit rate 0.69% among 190,000; inhibition, % at 20 µM; diaphorase resazurin-to-resorufin fluorescence, NADH, 16 min; bacterial (C. kluyveri) enzyme, not human; AID 1217;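 active = primary screen inhibition at 20 µM above a set limit, cut at about 50% in these data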;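 also: plate controls were DMSO with full reaction for no effect and wells lacking NADH for full effect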
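Test system: diaphorase enzyme from Clostridium kluyveri; amount: diaphorase at 0.14 U/mL in enzyme working solution; detection: fluorescence of resorufin formed from resazurin, Ex 544/Em 590 nm; times: reaction incubation of 16 min at room temperature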
STAT3 inh: STAT3 signaling inhibition. inhibition, % at 5.5 µM. AID 862. hit rate 0.89% among 190,000. U3A cells, IL-6 STAT3-luciferase reporter, luminescence; host cell line lacks STAT1;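 active = inhibition above the mean inhibition across all screened compounds plus 3 SD, cut at about 44% in these data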;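 also: 0% = DMSO only wells and 100% = 100 µM nifuroxazide control wells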
Diaphorase act: diaphorase activation or chemical reduction counter-screen | hit rate 0.005% among 190,000 | activation factor at 20 µM | Diaphorase/resazurin coupled assay, resorufin fluorescence, 16 min; hits give high values; 1 = vehicle wells, 0 = NADH-free wells;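 active = diaphorase activity raised at least twofold by the compound at 20 µM; inactive = activation factor below 2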
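Material: Clostridium kluyveri diaphorase, purified enzyme; Quantity: enzyme 0.07 U/mL final; Medium: HEPES pH 7.4 buffer with MgCl2 and Tween 20; Dosing: single compound dose of 20 µM, 1% DMSO final; Schedule: 16 min reaction at room temperature; Measured by: red resorufin fluorescence at 544/590 nm excitation/emission.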
Hsp70 activator: Hsp70 transcriptional activation, primary screen; HeLa Hsp70 promoter luciferase reporter, luminescence; scaled: vehicle 0, proteasome-inhibitor control 100%; activation, % at 10 µM; hit rate 0.04% among 200,000; AID 1203;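 active = activation above the mean across all tested compounds plus 3 SD, cutoff set per campaign, cut at about 5.5% in these data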;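 also: 100% = MG132 at 30 µM as the positive control and 0% = DMSO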
TLR4-MyD88 BLA: TLR4-MyD88 interaction inhibition in cells; HeLa CL3-4 TLR4/MyD88 BLA complementation, FRET ratio; O00206+Q99836; hit rate 0.18% among 200,000; inhibition, % at 8.4 µM; in the data active = inhibition above about 25%;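 also: 0% = vehicle and 100% = reference inhibitor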
Target sequence (O00206 whole entry, looked up): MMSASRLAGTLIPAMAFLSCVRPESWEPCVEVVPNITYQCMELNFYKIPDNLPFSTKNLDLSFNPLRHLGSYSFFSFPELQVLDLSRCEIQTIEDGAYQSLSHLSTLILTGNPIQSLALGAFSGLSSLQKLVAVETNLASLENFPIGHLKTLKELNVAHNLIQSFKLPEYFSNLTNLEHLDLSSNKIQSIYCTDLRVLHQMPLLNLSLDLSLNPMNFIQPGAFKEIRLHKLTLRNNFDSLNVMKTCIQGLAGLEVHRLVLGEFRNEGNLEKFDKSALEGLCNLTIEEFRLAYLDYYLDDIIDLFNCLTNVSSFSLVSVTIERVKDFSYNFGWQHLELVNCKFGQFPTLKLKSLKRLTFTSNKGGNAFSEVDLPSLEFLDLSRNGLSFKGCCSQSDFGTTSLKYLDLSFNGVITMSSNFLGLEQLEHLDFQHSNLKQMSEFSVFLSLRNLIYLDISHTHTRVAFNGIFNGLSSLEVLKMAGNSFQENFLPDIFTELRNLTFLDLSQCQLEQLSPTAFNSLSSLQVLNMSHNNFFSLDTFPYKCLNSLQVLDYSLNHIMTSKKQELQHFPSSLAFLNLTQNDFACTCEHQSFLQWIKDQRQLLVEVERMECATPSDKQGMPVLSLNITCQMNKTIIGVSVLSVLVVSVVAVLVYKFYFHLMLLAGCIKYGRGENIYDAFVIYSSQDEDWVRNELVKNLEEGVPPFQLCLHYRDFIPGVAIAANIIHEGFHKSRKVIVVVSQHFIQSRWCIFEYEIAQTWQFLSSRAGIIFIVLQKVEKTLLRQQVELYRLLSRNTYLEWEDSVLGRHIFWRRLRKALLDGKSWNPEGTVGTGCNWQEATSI
Target sequence (Q99836 whole entry, looked up): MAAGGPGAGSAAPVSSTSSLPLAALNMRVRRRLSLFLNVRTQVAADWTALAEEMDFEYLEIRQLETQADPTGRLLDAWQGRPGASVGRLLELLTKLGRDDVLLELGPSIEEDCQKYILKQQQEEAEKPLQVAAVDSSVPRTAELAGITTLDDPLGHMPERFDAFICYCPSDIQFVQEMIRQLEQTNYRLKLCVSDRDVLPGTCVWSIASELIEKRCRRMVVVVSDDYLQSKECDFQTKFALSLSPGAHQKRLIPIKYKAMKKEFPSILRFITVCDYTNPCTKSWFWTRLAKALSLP
G6PDH CS: L. mesenteroides G6PDH inhibition counter-screen; inhibition, % at 5 µM; hit rate 0.12% among 200,000; Purified L. mesenteroides G6PDH, diaphorase/resazurin coupled fluorescence, 45 min; in the data active = inhibition above about 50%
The depositor's hits bear a star; . = no result given. Not a hit list; any-hit rate near 6.1%.

SMILES	STAT1 blocker	STAT3 act	APP transl inh	STAT1 activator	Diaph inh CS	STAT3 inh	Diaphorase act	Hsp70 activator	TLR4-MyD88 BLA	G6PDH CS
COc1ccc(S(=O)(=O)N(CC(=O)NCc2ccco2)c2ccccc2)cc1OC	2	103	21	98	17	2	0.8	-0.2	1	-21
CCCNC(=O)CSc1nc2ccccc2c(=O)n1CCC	11	96	-4	90	15	9	0.8	0.1	-2	16
COc1cc(CN2CCC(C(=O)NC3CCCC3)CC2)ccc1O	-1	101	8	101	15	-2	0.8	-0.4	-1	5
Cn1nc(OCCOc2ccccc2)ccc1=O	0	90	-20	98	13	17	0.9	0.1	2	5
NC(=O)Cn1nnc(-c2ccc(C(F)(F)F)cc2)n1	-8	102	-7	107	2	2	1	-0.5	-9	-6
COc1ccccc1N(Cc1ccccc1)S(=O)(=O)c1cccc(C(=O)O)c1	-8	86	-9	107	-1	23	1	-0.2	2	16
CCN1CCN(CC(O)COC(c2ccccc2)c2ccccc2)CC1 (centres undefined)	-8	105	7	106	-3	-5	1	-0.3	-1	6
CC(=O)c1ccc(NC(=O)C(NC(=O)c2ccccc2)=C(C)C)cc1	-1	101	-22	101	-11	4	1.1	0.2	-4	5
COc1ccc(S(=O)(=O)N2CCOCC2)cc1C(=O)Nc1cc(C)on1	-2	98	21	102	18	4	0.8	-0.1	9	-2
N#C/C(=C/c1ccc(Br)o1)C(N)=O	16	99	-12	81	8	5	0.9	-0.2	3	4
COC(=O)CCc1n[nH]c(=O)[nH]c1=O	-5	112	5	105	16	-5	0.8	-0.1	7	0
Cc1cc(Cl)c(S(=O)(=O)N2CCSCC2)cc1OCC(N)=O	-2	100	-3	102	24	5	0.8	-0.2	-6	2
Cc1c(NC(=O)C2CCCCN2S(=O)(=O)c2ccc(Cl)cc2)c(=O)n(-c2ccccc2)n1C (centres undefined)	3	102	9	97	9	2	0.9	0.1	-13	-6
O=C(NCCCO)C(=O)NCCc1ccc(Cl)cc1	2	100	14	98	9	-3	0.9	0.0	-29	9
COc1cc(-c2onc3ccc(Br)cc23)cc(OC)c1OC	6	103	73*	93	29	-1	0.7	0.1	-11	17
O=C(CNc1ccc2c(c1)OCO2)N/N=C\c1cn(Cc2ccc(F)cc2)c2ccccc12	-2	106	12	102	4	-9	1	0.0	5	3
COc1cccc2cc(-c3cn4cccc(C)c4n3)c(=O)oc12	-39	105	-57	136*	.	-3	.	-0.6	4	.
Cc1cccc(NC(=O)Cn2c(=O)oc3ccccc32)c1	0	99	-6	100	9	4	0.9	0.2	-7	3
CN1CCN(S(=O)(=O)c2ccc(Oc3ccc(F)c(Cl)c3)nc2)CC1	6	106	-14	95	0	3	1	-0.3	0	2
Cc1cccn2c(=O)c3cc(C#N)c(=N)n(CCN4CCOCC4)c3nc12	-6	94	47*	106	4	5	1	0.2	-3	4
CC(=O)Nc1ccc(NC(=O)CSc2nnc(-c3ccco3)n2Cc2ccco2)cc1	-1	93	-4	101	11	12	0.9	-0.3	5	0
COc1cccc(-c2cc(C(F)(F)F)n3ncc(S(=O)(=O)c4ccccc4)c3n2)c1	2	110	-24	98	3	-6	1	0.5	3	-1
Cc1ccc(NC(=S)NC2CCCCC2)cc1S(=O)(=O)N(C)C	-15	99	-37	113	-2	3	1	0.2	3	7
Cc1ccc(-c2nnn(CC(=O)N3CCN(c4ccccc4)CC3)n2)o1	6	100	-8	94	11	6	0.9	-0.5	-4	0
Cn1c(CSc2nc3ccccc3s2)nnc1SCC(=O)NCc1cccnc1	0	102	-13	102	.	0	.	0.4	9	.
SMILES	STAT1 blocker	STAT3 act	APP transl inh	STAT1 activator	Diaph inh CS	STAT3 inh	Diaphorase act	Hsp70 activator	TLR4-MyD88 BLA	G6PDH CS
CCC(=O)N1CCN(c2ccccc2NC(=O)COc2cccc(C)c2)CC1	16	95	-1	85	10	9	0.9	-0.2	9	-2
CC(C)(C)OC(=O)NCCCCCc1nnc(SCC(N)=O)o1	5	95	-6	95	16	11	0.8	-0.3	0	-2
O=C(CCCOc1ccccc1)NC(=S)Nc1ccccc1	-3	94	-17	101	29	11	0.7	-0.2	-4	9
Cc1nn(-c2cccc(C(=O)O)c2)c(C)c1[N+](=O)[O-]	0	107	-15	99	5	-2	0.9	0.1	-6	3
CCc1nnc(NC(=O)c2cc3ccccc3oc2=O)s1	-9	83	2	108	20	24	0.8	-0.2	0	-24
CC1CCN(c2nc(-c3ccc(F)cc3)cc(C(F)(F)F)n2)CC1	3	99	20	98	7	7	0.9	-0.2	-5	4
CNS(=O)(=O)c1cccc(C(=O)OCC(=O)/C=C2/N(C)c3ccccc3C2(C)C)c1	15	89	1	86	21	16	0.8	-0.3	4	17
COc1ccc2ncc(OC(C)=O)cc2c1	3	97	.	97	9	3	0.9	-0.3	8	10
CC(C)(C)C1CCC(C(=O)OCC(=O)c2ccc[nH]2)CC1 (centres undefined)	-16	101	4	114	20	-2	0.8	-0.3	8	7
COc1ccc(CN(C)CCc2ccccn2)c(OC)c1OC	1	102	-3	99	9	1	0.9	-0.2	1	2
CCc1ccc(C(=O)N/N=C/c2ccc(Cl)cc2Cl)nc1	-3	91	2	103	15	11	0.9	-0.1	-5	-21
Cc1ccc(-c2nnn(CCC(=O)Nc3ccc4c(c3)OCO4)n2)cc1	-6	105	12	105	-4	-2	1	-0.2	9	4
O=C(NC(=S)Nn1cnc2c(cnn2-c2ccccc2)c1=O)c1ccc(Oc2ccccc2)cc1	-5	98	-8	104	4	2	1	0.2	-5	-3
COC(=O)COc1ccc(C2NC(=O)NC(c3ccccc3)=C2C(C)=O)cc1OC (centres undefined)	-1	105	-2	101	8	-5	0.9	0.0	2	-1
CCN(CC)C(=O)Cn1cnc2sc(C(=O)Nc3cc(OC)c(OC)c(OC)c3)c(C)c2c1=O	-5	101	-2	111	11	0	0.9	-0.4	1	6
COc1ccccc1-c1ccc(=O)n(CC(=O)NC(C)(C)C)n1	9	102	3	92	6	0	0.9	-0.2	14	11
CC(C)Cc1nc(C(N)=O)c2[nH]c(=O)n(-c3ccc(F)cc3)c2n1	-3	99	-19	103	10	7	0.9	0.1	4	6
Cc1ccc(/C=C/C(=O)N2CCN(S(=O)(=O)c3ccc(C)c(C)c3)CC2)o1	-4	109	0	104	19	-6	0.8	0.4	-3	12
N#C/C(=C\c1ccc(-c2ccc(C(=O)O)cc2)o1)c1nc2ccccc2[nH]1	-33	189*	-37	128	65*	-97	0.4	-0.2	4	11
Cc1cc(N=Cc2cc(Br)ccc2O)no1	-2	98	17	102	-2	2	1	-0.3	-8	2
O=C(NC(Cc1ccccc1)C(=O)O)OCc1ccccc1 (centres undefined)	-7	100	0	106	-3	3	1	-0.4	18	8
CC[N+]1(CC)CC2=Cc3c(ccc4ccccc34)CC2C1 (centres undefined)	-5	100	4	107	1	1	1	-0.4	-2	3
CCN(C(=O)COc1ncnc2sccc12)c1ccccc1	-2	101	0	102	7	4	0.9	-0.3	7	1
CCc1ccc(C2CC(=O)N(c3cccc(F)c3)C3=C2C(=O)OC3)cc1 (centres undefined)	3	95	-1	96	9	9	0.9	-0.1	3	4
CC1CCC(C(=O)NC(C(=O)NCCN2CCC(C)CC2)C(C)C)CC1 (centres undefined)	-2	91	-1	102	9	15	0.9	-0.5	-3	-10
SMILES	STAT1 blocker	STAT3 act	APP transl inh	STAT1 activator	Diaph inh CS	STAT3 inh	Diaphorase act	Hsp70 activator	TLR4-MyD88 BLA	G6PDH CS
Cc1ccc(NC2SC(=O)N(CC(=O)O)C2=O)cc1 (centres undefined)	-5	97	-6	105	9	10	0.9	-0.4	-2	2
O=C(Nc1ccccc1)NC1CCS(=O)(=O)C1 (centres undefined)	1	101	10	96	12	0	0.9	-0.3	3	-3
COc1cc(NS(=O)(=O)c2ccc(N=Cc3c(C)[nH]n(-c4ccccc4)c3=O)cc2)nc(OC)n1	-14	111	2	109	16	-2	0.8	-0.3	8	-3
Cc1[nH]ccc(=O)c1OCc1c(Cl)cccc1Cl	-1	102	4	101	16	0	0.8	-0.2	-3	-6
O=C(CN1C(=O)c2ccccc2C1=O)NCc1ccccn1	8	100	-3	92	10	6	0.9	-0.1	-8	2
CSCc1cc(N2CCOCC2)nc(SCc2ccc(Cl)cc2Cl)n1	-4	100	-3	104	23	0	0.8	-0.2	-5	10
CCOC(=O)C1(Cc2ccccc2C)CCCN(C(=O)c2cc(C3CC3)[nH]n2)C1 (centres undefined)	-5	107	-32	103	13	-3	0.9	-0.3	4	6
Cc1cccc(OCC(O)Cn2c(-n3nc(C)cc3C)nc3c2c(=O)[nH]c(=O)n3C)c1 (centres undefined)	3	101	-23	97	14	2	0.9	0.7	8	-4
CC1CC(C)CN(CC(C)(C)NS(=O)(=O)c2ccc(Cl)cc2)C1 (centres undefined)	1	101	-6	99	4	7	1	-0.5	8	-4
CS(=O)(=O)N1CCC(C(=O)Nc2ccc(Cl)c(Cl)c2)CC1	-2	99	-12	103	-8	2	1.1	0.1	6	12
CCOC(=O)c1sc(-c2ccc(F)cc2)cc1NC(=O)Nc1ccccc1OC	-4	108	-12	104	13	-3	0.9	-0.2	-6	-26
Cc1c(O)nc(SCC(=O)Nc2ccc3c4c(cccc24)CC3)n(-c2ccc(F)cc2)c1=O	0	107	-18	100	26	-10	0.7	-0.5	-8	-4
CCOC(=O)C1(C)C=C(Nc2ccc(O)cc2)C(=O)N1c1ccc(O)cc1 (centres undefined)	-9	103	-11	108	26	0	0.7	-0.2	4	8
O=C(CSc1ncnc2ccccc12)Nc1ccc(N2CCOCC2)cc1	4	105	-4	95	13	0	0.9	-0.1	-3	4
Cc1ccc(NC(=O)CSc2ncn(-c3ccccc3)n2)cc1C	3	100	-4	100	12	1	0.9	-0.4	-3	10
Cc1cc(C)n(CC(O)COCc2ccccc2)n1 (centres undefined)	-4	112	0	104	4	-10	1	-0.3	9	-4

Complete entries, quoted from the list. Values in the order: STAT1 blocker, STAT3 act, APP transl inh, STAT1 activator, Diaph inh CS, STAT3 inh, Diaphorase act, Hsp70 activator, TLR4-MyD88 BLA, G6PDH CS
Cc1c(O)nc(SCC(=O)Nc2ccc3c4c(cccc24)CC3)n(-c2ccc(F)cc2)c1=O across the screens: 0, 107, -18, 100, 26, -10, 0.7, -0.5, -8, -4
CC[N+]1(CC)CC2=Cc3c(ccc4ccccc34)CC2C1 (centres undefined) across the screens: -5, 100, 4, 107, 1, 1, 1, -0.4, -2, 3
CCOC(=O)C1(C)C=C(Nc2ccc(O)cc2)C(=O)N1c1ccc(O)cc1 (centres undefined) across the screens: -9, 103, -11, 108, 26, 0, 0.7, -0.2, 4, 8
COc1cc(-c2onc3ccc(Br)cc23)cc(OC)c1OC across the screens: 6, 103, 73*, 93, 29, -1, 0.7, 0.1, -11, 17
COC(=O)CCc1n[nH]c(=O)[nH]c1=O across the screens: -5, 112, 5, 105, 16, -5, 0.8, -0.1, 7, 0
